F508del corr = correctors of CFTR F508del function in bronchial epithelial cells | CFBE cells, YFP halide quenching; stimulated with forskolin plus potentiator P3; % fluorescence drop versus neutral controls | activity (quench increase), % at 7.58 µM | actives 0.36% (n = 350,000) | AID 720511;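 active means mean added fluorescence quench of at least 8% versus neutral control, with both replicates also reaching 8%; inconclusive means only one of the mean or replicate conditions met; inactive means mean below 8% and not both replicates reaching 8%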;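 further: cells transiently co-express mutant CFTR-F508del with the halide-sensitive YFP; corrector assay measuring rescue of mutant channel to the surface after 24 h compound exposure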
RAD54 inh = RAD54 (human) branch migration inhibition; RAD54 Holliday junction branch migration, FAM/BHQ fluorescence; inhibition, % at 10.4 µM; actives 0.14% (n = 360,000); AID 602329;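 active means mean normalized replicate activity at least 40 and at least half of replicates scoring 40 or more; inconclusive means only one of the two criteria met; inactive means mean below 40 and under half of replicates reaching 40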;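 further: 0% = median of neutral control wells and 100% = median of positive control wells; inhibitors cause a drop in the FAM fluorescence signal; in these data hits start at about 50%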
Target sequence (Q92698 whole entry, looked up): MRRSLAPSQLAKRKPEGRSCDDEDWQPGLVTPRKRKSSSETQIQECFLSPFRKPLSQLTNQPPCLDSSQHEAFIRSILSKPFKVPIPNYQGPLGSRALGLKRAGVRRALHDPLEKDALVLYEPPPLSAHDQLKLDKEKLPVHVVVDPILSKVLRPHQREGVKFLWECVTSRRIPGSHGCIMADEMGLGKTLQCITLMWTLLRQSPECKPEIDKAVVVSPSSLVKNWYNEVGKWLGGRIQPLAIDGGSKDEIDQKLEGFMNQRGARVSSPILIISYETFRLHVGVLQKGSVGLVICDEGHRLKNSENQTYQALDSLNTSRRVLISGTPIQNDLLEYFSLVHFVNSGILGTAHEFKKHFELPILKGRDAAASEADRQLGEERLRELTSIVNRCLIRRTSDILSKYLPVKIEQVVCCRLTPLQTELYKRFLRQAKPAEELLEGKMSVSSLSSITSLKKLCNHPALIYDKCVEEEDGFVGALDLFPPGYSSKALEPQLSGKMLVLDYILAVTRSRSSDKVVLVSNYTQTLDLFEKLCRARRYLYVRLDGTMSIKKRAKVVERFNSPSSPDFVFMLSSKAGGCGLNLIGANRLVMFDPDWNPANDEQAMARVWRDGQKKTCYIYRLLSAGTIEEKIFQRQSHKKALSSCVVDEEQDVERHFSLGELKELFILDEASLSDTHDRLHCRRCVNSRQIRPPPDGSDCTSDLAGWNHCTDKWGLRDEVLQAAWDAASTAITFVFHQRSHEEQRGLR
Casp6 inh = blocks human caspase-6 cleavage activity | P55212 | purified caspase-6, Z-VEID-R110 cleavage fluorescence | inhibition, % at 12.5 µM | actives 0.53% (n = 350,000) | AID 686996;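 active means mean inhibition across replicates at least about 35%, with every replicate also reaching that limit, limit read from the data; inconclusive means only one of the two criteria met; inactive means neither criterion met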;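 further: 0% = median of neutral control wells and 100% = no fluorescence left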
Target sequence (P55212 24-179 limits assumed): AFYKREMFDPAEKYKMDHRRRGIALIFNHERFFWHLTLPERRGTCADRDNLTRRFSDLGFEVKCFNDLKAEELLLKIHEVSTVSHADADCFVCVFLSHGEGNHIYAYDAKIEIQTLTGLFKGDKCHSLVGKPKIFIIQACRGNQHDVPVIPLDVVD
Target sequence (P55212 194-293 limits assumed): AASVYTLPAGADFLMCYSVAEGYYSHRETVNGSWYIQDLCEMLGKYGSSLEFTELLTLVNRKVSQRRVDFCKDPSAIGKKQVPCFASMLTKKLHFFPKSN
Xi reactivation = reactivates the inactive X chromosome in mouse fibroblasts | XiGFP mouse fibroblasts, % GFP-positive cells imaging, 3 d; cells co-treated with 5-aza-dC sensitizer; scaled so ellipticine positive control = 100% | activation, % at 7.58 µM | actives 0.055% (n = 360,000) | AID 743238;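 active means mean normalized replicate activation at least 10% and every replicate at or above 10%; inconclusive means only one of the two criteria met; inactive means mean below 10% and not all replicates reach 10%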;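 further: 0% = median of on-plate neutral control wells and 100% = ellipticine 6 µM median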
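System: SV40-immortalized XiGFP fibroblast cells, line 68-5-11 / Incubation: 3-day compound exposure, then 15 min fixation at room temperature / Compound: single concentration per compound, delivered by pin transfer / Buffer or medium: DMEM plus 5-aza-dC sensitizer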
RAD52 inh = RAD52 (human) annealing inhibition. actives 0.46% (n = 360,000). recombinant RAD52 DNA annealing, FRET fluorescence. inhibition, % at 18.7 µM;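 active means every replicate showing at least 50% inhibition; inconclusive means mean inhibition at least 50% but not in every replicate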
GSIS activator = primary screen for activators of insulin secretion dependent on glucose, INS-1E cells, GLuc reporter luminescence; INS-1E GLuc reporter insulin secretion, 2-3 h; actives 0.61% (n = 370,000); activation, % at 16.6 µM; AID 743287;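 active means lowest replicate activation of at least 40%, so every replicate reaches that level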;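 further: 0% = median of neutral control wells and 100% = median of IBMX positive control wells; some compounds called inactive have numbers as strong as hits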
DENV2 CPE rescue = protects cells from dengue virus 2 cytopathic effect. DENV2-infected cells, cytopathic effect rescue, plate reader. CPE inhibition, % at 9.99 µM. actives 1.7% (n = 350,000). AID 651640; in the data active means CPE inhibition above about 20%, passing the limit was not always enough; inconclusive means no clear call, values can overlap the other calls; tested in BHK-21 cells;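 further: 0% = median of neutral control wells and 100% = median of positive control wells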
E-selectin induc = E-selectin induction on HUVECs; AID 686992; HUVEC E-selectin immunofluorescence imaging; normalized: neutral wells 0, TNF-alpha wells 100; actives 0.37% (n = 260,000); P16581; activation, % at 7.58 µM;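 active means mean E-selectin-positive cell signal at least 10% of the positive control, reached in at least 60% of replicates, without over 20% cell loss; inconclusive means no rule given, readout overlaps actives, possibly toxicity-flagged; inactive means the rest, including those meeting only one limit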;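 further: in these data hits start at about 27%; measured in HUVEC primary endothelial cells; signal is the percent of cells scored E-selectin positive by PE staining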
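Read-out: % PE-positive cells | Test system: HUVEC | Doses: One compound dose added by pin transfer | Buffer or medium: EGM-2 over gelatin coat | Signal: Immunofluorescence imaging | Benchmarks: TNF-alpha, DMSO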
The depositor's hits bear a star; ? = inconclusive; · = no result given; & = joins results of further samples.

SMILES | F508del corr | RAD54 inh | Casp6 inh | Xi reactivation | RAD52 inh | GSIS activator | DENV2 CPE rescue | E-selectin induc
O=C(N[C@@H]1CC[C@@H](CCNS(=O)(=O)c2ccccc2)O[C@H]1CO)c1cccnc1 | 4.0 | -1 | -4 | 0.1 | 9 | 6 | 32* | -1.8
C[C@@H]1CN([C@@H](C)CO)S(=O)(=O)c2ccc(C3=CCCCC3)cc2O[C@H]1CN(C)S(=O)(=O)c1cn(C)cn1 | 2.1 | 7 | -1 | -0.6 | 4 | -6 | 14 | -0.3
O=S(=O)(c1ccccc1F)N1C[C@@H]2N[C@H](C1)C2c1ccc(-c2ccncc2)cc1 (some centres not stated) | -1.4 | · | 0 | 0.0 | 5 | -4 | 7 | 0.1
C=CCN(CC=C)C(=S)Nc1cc(Cl)ccc1OC | -0.3 | · | 1 | 0.1 | -12 | 2 | -5 | ·
COc1ccc(C(=O)N/C(=C\c2cn(S(=O)(=O)N(C)C)c3ccccc23)C(=O)N2CCOCC2)cc1 | -0.9 | -9 | 3 | 0.0 | -14 | 16 | -4 | ·
COC(=O)C[C@@H]1CC[C@H]2[C@H](COc3ccc(NC(=O)Nc4ccc(C#N)cc4)cc3C(=O)N2C)O1 | 3.0 | 1 | 1 | 0.4 | -87 | -17 | 6 | 0.0
COc1ccc(N2CCN(C(=O)CSc3nnc(C4CC4)n3C3CC3)CC2)cc1 | -6.1 | -7 | -3 | 0.1 | -4 | · | -2 | 0.1
Nc1ccc2ccc(O)cc2c1 | -2.6 | -1 | 4 | -0.1 | -15 | -18 | 0 | 0.5
CCOCCCNC(=S)NCCCNc1nc2ccc(C)cc2cc1C#N | 0.7 | · | 3 | 0.3 | -29 | -4 | 6 | -0.1
Cc1cc(-c2nnc(CCC(=O)N(CC3CCC3)CC3CCCO3)o2)no1 (configuration not stated) | -0.9 | -7 | -1 | -0.1 | -6 | 13 | 2 | -0.3
COc1cc(C(=O)N/C(=C\c2cn(S(=O)(=O)N(C)C)c3ccccc23)C(=O)NCCCO)cc(OC)c1OC | 0.3 | · | · | 0.2 | -14 | -3 | -3 | -2.7
N#Cc1ccccc1OCC(=O)N1N=C(c2cccs2)CC1c1ccco1 (configuration not stated) | -5.2 | 2 | 0 | 0.1 | -11 | 0 | -4 | 0.0
Cc1ccc(S(=O)(=O)Nc2ccc3c(c2)C(=O)N([C@@H](C)CO)C[C@H](C)[C@@H](CN(C)Cc2ccc4c(c2)OCO4)O3)cc1 | 3.6 | 2 | 0 | -0.2 | 3 | -6 | 21* | -0.6
C[C@H](CO)N1C[C@H](C)[C@@H](CN(C)C(=O)CC2CC2)Oc2cc(C#CCC3CCCC3)ccc2S1(=O)=O | 3.8 | -14 | 6 | 0.0 | -4 | -10 | 0 | 1.7
COc1ccc(CNC(=O)C[C@H]2CC[C@@H]3[C@@H](COc4ccc(NC(=O)C(C)C)cc4C(=O)N3C)O2)cc1 | -1.1 | -1 | -1 | 0.0 | -14 | 3 | 0 | 0.0
O=C(CSc1nnnn1-c1ccc(Cl)cc1)N1CCNC1=O | 0.2 | 0 | -2 | 0.4 | 0 | 5 | -1 | -0.1
COc1ccccc1CN1C[C@@H](C)[C@H](OC)CN(C)C(=O)c2ccc(NC(C)=O)cc2OC[C@H]1C | 3.3 | -12 | 1 | -0.3 | 5 | 20 | 2 | 0.1
CCN1C(=O)[C@H]2[C@H]3CN=C(SCc4ccc(Cl)cc4)N3[C@@](CC)(C(=O)OC)[C@H]2C1=O | 1.9 | -6 | -1 | -0.1 | -4 | -17 | -5 | ·
CCNC(=O)C1CCCN(C(=O)c2cccc(C(F)(F)F)c2)CC1 (configuration not stated) | 1.5 | -7 | -1 | 0.0 | -2 | 0 | -5 | -0.6
CCOc1ccc(N2CC(C(=O)N/N=C/c3sccc3C)CC2=O)cc1 (configuration not stated) | -0.4 | · | 2 | -0.1 | -9 | 3 | -1 | 2.0
O=C(C1CCCCC1)N1CC2(C1)[C@@H](c1ccccc1)[C@H](CO)N2C(=O)c1cccnc1 | -1.6 | · | -2 | 0.1 | 9 | 3 | -11 | 0.4
O=C(CN(CC1CCCO1)C(=O)Cn1nnc(-c2ccc(F)cc2)n1)NC1CCCCC1 (configuration not stated) | 0.7 | -4 | 1 | · | -11 | -48 | 1 | ·
CN(C)C(=O)c1ccc(-c2ccc([C@@H]3[C@H](CO)N4C(=O)CN(C(=O)C5CCCCC5)C[C@@H]34)cc2)cc1 | 0.3 | · | 2 | 0.0 | 6 | -11 | 6 | -0.2
O=C(Cn1cc2c(n1)CCCC2)NC1CCN(Cc2ccccc2)CC1 | -1.8 | 4 | -7 | 0.2 | -15 | -1 | 1 | -0.2
O=C(C[C@H]1CC[C@H]2[C@@H](COC[C@H](O)CN2Cc2cc(F)cc(F)c2)O1)NC1CCCC1 | -1.4 | -15 | -1 | 0.2 | 13 | -13 | -2 | -0.1
CCCn1nnc(NC(=O)c2ccc(-c3cc(Cl)ccc3Cl)o2)n1 | · | · | -5 | 0.2 | -12 | 11 | -3 | ·
C/C=C/c1ccc2c(c1)O[C@H](CN(C)C(=O)NC1CCCC1)[C@H](C)CN([C@H](C)CO)S2(=O)=O | -0.2 | 8&-4 | 2&-1 | 0.2&-0.6 | -3&21 | -15 | -8&-7 | -0.2
CN(CCCC1CCCC1)C(=O)c1cc(COc2ccc(F)cc2F)on1 | 0.6 | 3 | -4 | -0.1 | 0 | -39 | 6 | -0.3
CCn1cc(C(=O)NCCCN2CCC(C)CC2)c2cc(OC)c(OC)cc2c1=O | -1.8 | 13 | -6 | 0.1 | -12 | -2 | 7 | 0.0
N/C(=N\OC(=O)COc1ccccc1)c1ccc(Cl)cc1 | · | 5 | -1 | 0.1 | -13 | -2 | · | 0.4
C[C@H](CO)N1C[C@H](C)[C@H](CN(C)CC2CCOCC2)Oc2cc(Br)ccc2S1(=O)=O | -5.6 | -1 | · | 1.5 | · | -5 | ? | -0.7
C[C@@H]1CN([C@H](C)CO)S(=O)(=O)c2ccc(C3=CCCC3)cc2O[C@H]1CN(C)CC1CCOCC1 | 0.6 | -6 | 3 | -0.5 | -13 | -16 | -2 | 0.1
COc1ccc(-c2c(C)c3cc(O)ccc3oc2=O)cc1 | -3.0 | -1 | 1 | 0.1 | -6 | 8 | -1 | ·
CCCNC(=O)OC1CC2CC1[C@H]1CCCCN1C2=O (some centres not stated) | -0.5 | · | 2 | 0.0 | -4 | 9 | 29* | 0.1
CSCCC(NC(=O)c1ccco1)C(=O)NNC(=O)c1n[nH]c(=O)c2ccccc12 (configuration not stated) | -1.6 | 0 | 4 | 0.1 | 10 | 6 | ? | -0.6
O=C(Nc1ccc(F)cc1)N1[C@@H](CO)[C@@H]2c3ccccc3NC[C@@H]21 | -1.4 | -2 | -1 | -0.1 | 7 | -11 | 11 | 0.6
Cc1cc(C(=O)N/N=C/c2ccc(-c3ccc(C)c(Cl)c3)o2)n[nH]1 | 0.6 | 19 | -3 | 0.2 | -48 | · | -1 | ·
COc1ccc(CN(C)C[C@H]2Oc3ccc(NC(=O)Nc4cccc5ccccc45)cc3C(=O)N([C@@H](C)CO)C[C@H]2C)cc1 | 0.4 | 11 | 6 | -0.8 | -14 | -22 | -5 | 0.4
CCCNC(=O)c1ccc(S(N)(=O)=O)cc1 | 4.7 | 9 | 14 | 0.1 | 4 | 0 | -10 | -0.4
COc1ccc(CNC(=O)[C@H](C)NC(=O)C2CCN(C(=O)[C@H](CCSC)NC(=O)OC(C)(C)C)CC2)cc1 | 0.1 | -10 | -2 | · | -13 | 2 | ? | ·
CC(C)(C)Nc1nc(-c2ccc3c(c2)CCN3C(=O)C2CC2)cs1 | -1.3 | -10 | -3 | 0.2 | -11 | 7 | 1 | ·
CCN(CC)C(=O)C1CCCN(c2ccccc2[N+](=O)[O-])C1 (configuration not stated) | · | · | -1 | 0.0 | 6 | 28 | -3 | ·
Cc1nnc(SCC(=O)NNC(=O)c2ccc(F)cc2)n1Cc1ccccc1 | -2.0 | -1 | -4 | 0.1 | -10 | -1 | -2 | 0.6
O=C(NCC[C@@H]1CC[C@H](NS(=O)(=O)c2ccc(Cl)cc2)[C@@H](CO)O1)c1ccccc1F | 0.3 | 5 | -2 | -0.3 | 7 | 12 | 12 | -1.5
O=C(Cc1ccc2c(c1)OCO2)NN=Cc1ccc([N+](=O)[O-])o1 | -1.2 | 1 | 6 | 0.0 | -8 | -9 | 61* | 0.6
COc1cccc(C(=O)Nc2ccc3c(c2)C(=O)N(C)[C@H]2CC[C@@H](CC(=O)NCc4ccccc4F)O[C@H]2CO3)c1 | -2.7 | 0 | · | 0.0 | 8 | -19 | -7 | 0.1
COc1cccc(CNC(=O)C2CCCN2S(=O)(=O)c2ccc3c(c2)C(C)(C)C(=O)N3C)c1 (configuration not stated) | -0.3 | 0 | -1 | 0.0 | -23 | 5 | 18 | 1.2
Cc1ccc(S(=O)(=O)N2CCOCC2)cc1C(=O)NC(=S)N1CC(C)OC(C)C1 (configuration not stated) | 0.3 | -1 | 0 | 0.1 | 8 | 5 | -1 | 1.2
C[C@H]1CN([C@@H](C)CO)S(=O)(=O)c2ccc(C3=CCCC3)cc2O[C@@H]1CN(C)Cc1ccccc1F | -0.8 | -1 | -7 | -0.1 | -20 | -9 | 1 | 0.3
C[C@H]1CN([C@@H](C)CO)C(=O)Cc2cc(NC(=O)CCC(F)(F)F)ccc2O[C@H]1CN(C)CC1CCCCC1 | 0.2 | 6 | 1 | -0.2 | 8 | 4 | -2 | 0.4

(next part)
SMILES | F508del corr | RAD54 inh | Casp6 inh | Xi reactivation | RAD52 inh | GSIS activator | DENV2 CPE rescue | E-selectin induc
Cc1nc2c3ccccc3n(Cc3ccccc3F)c2s1 | 0.4 | -11 | 0 | 0.0 | -23 | 5 | 2 | ·
Cc1cc(C#Cc2c(-c3ccccc3)n(C)c3ccccc23)ccc1F | -2.7 | -10 | -2 | 0.0 | -140 | · | 14 | 0.4
CC(=O)O[C@H]1[C@H](C)OC=C[C@@H]1OC(C)=O | 2.1 | -16 | · | 0.0 | -8 | -1 | 9 | -0.1
O=C(O)C1CC=CCC1C(=O)NNc1ccccc1 (configuration not stated) | -1.9 | · | 0 | 0.0 | -4 | 7 | -1 | ·
C[C@H](CO)N1C[C@H](C)[C@H](CN(C)C)Oc2ccc(NC(=O)CCCCCC(=O)Nc3ccccc3N)cc2C1=O | 3.5 | · | -4 | -1.3 | -6 | -15 | 0 | 5.3
Cc1ccc(C(=O)Nc2ccc(NC(=O)c3cccs3)cc2)c(C)c1 | 2.0 | -1 | 3 | 0.0 | 3 | -9 | -5 | 0.3
CCCn1c(=O)[nH]c(=O)c2c1nc(-c1cccs1)n2CCOC | 3.1 | -5 | -1 | 0.4 | -27 | -6 | 1 | 0.0
COc1cc(C(=O)Nc2ccccc2NC(=O)c2cc(OC)c(OC)c(OC)c2)cc(OC)c1OC | 0.3 | 7 | 2 | 0.0 | -4 | 12 | 0 | -0.1

Screening data (PubChem)
